# BLM helicase inh = qHTS Assay for Inhibitors of Bloom's syndrome helicase (BLM); RecQ-like DNA helicase BLM (Homo sapiens), P54132; recombinant BLM DNA unwinding, fluorescence dequenching; 0.2% of 350,000 active; Potency, µM (top dose mostly 56.1 µM), for the others: top-dose activity change, negative = inhibition, hits mostly inhibitors;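 also: plate controls were vehicle for no effect and no enzyme for full effect; nearly all actives have a fitted effect of over 35% in size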
# APEX1 inh = qHTS Assay for Inhibitors of the Human Apurinic/apyrimidinic Endonuclease 1 (APE1). Potency, µM (titrated, usually from 65.8 µM), without a hit: top-dose activity change, negative = inhibition, usual class: inhibitors. 0.35% of 350,000 active. recombinant APE1, TAMRA/BHQ-2 abasic DNA cleavage fluorescence. AID 2517, 2012;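 also: plate controls were vehicle for no effect and reference inhibitor for full effect; nearly all actives have a fitted effect of over 55% in size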
#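 Compound pre-exposure to 0.75 nM APE1, 15 min at ambient temperature. Reaction initiated with 50 nM TAMRA/BHQ-2 THF substrate, read immediately in kinetic mode, 525 nm excitation, 598 nm emission.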
# BAZ2B inh = qHTS Assay for Inhibitors of BAZ2B. Bromodomain adjacent to zinc finger domain protein 2B (Homo sapiens), Q9UIF8. AlphaScreen BAZ2B-H3K14Ac peptide displacement. Potency, µM (doses to about 114 µM), for the others: top-dose activity change, negative = inhibition, actives largely listed as inhibitors. 4.4% of 360,000 active; also: % is scaled to controls: 0 for no effect and ±100 for the full control effect; nearly all actives have a fitted effect of over 60% in size
#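 In this displacement format the biotinylated H3(5-23) peptide acetylated at Lys14 serves as ligand at 50 nM, with BAZ2B at 50 nM in PBS pH 7.4 containing 0.01% Tween-20. Donor and acceptor beads are 10 ug/mL final.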
# Pol kappa inh = qHTS for Inhibitors of Polymerase Kappa | DNA polymerase kappa (Homo sapiens), Q9UBT6 | purified Pol kappa, fluorescent DNA synthesis assay, 10 min | Potency, µM (top dose mostly 107 µM), for the others: at the top dose activity, negative = inhibition, most hits filed as inhibitors | 0.53% of 400,000 active; also: % is scaled to controls: 0 for no effect and ±100 for the full control effect
#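 Here, compound and 10 nM enzyme are combined for 15 min at room temperature; adding 50 nM substrate (final) starts DNA synthesis, tracked by fluorescence at 0 and 10 min against buffer-only wells.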
# Pol eta inh = qHTS for Inhibitors of Polymerase Eta; DNA polymerase eta (Homo sapiens), Q9Y253; recombinant Pol eta, fluorescent DNA replication assay; Potency, µM (top dose mostly 114 µM), inactives show top-dose activity change, negative = inhibition, hits mostly inhibitors; 1.2% of 390,000 active; AID 588591, 2011; also: % is scaled to controls: 0 for no effect and ±100 for the full control effect
#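 Pol eta (10 nM) was preincubated with compounds for 15 min at room temperature, after which fluorescent replication substrate (50 nM final) was added to start the reaction. Fluorescence was read kinetically at 0 and 10 min.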
# POLI inh = qHTS for Inhibitors of Polymerase Iota; Pol iota fluorescent replication assay, 10 min; Potency, µM (top dose mostly 115 µM), without a hit: at the top dose activity, negative = inhibition, most hits filed as inhibitors; 1% of 390,000 active; DNA polymerase iota (Homo sapiens), Q9UNA4
#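 Fluorescent replication assay read twice, at 0 min and 10 min after adding 50 nM (final) substrate. Enzyme (10 nM) and compounds were first incubated 15 min at room temperature; enzyme-free buffer wells were negative controls.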
# JMJD2A Tudor = qHTS Assay for Inhibitors of JMJD2A-Tudor Domain; AlphaScreen JMJD2A-Tudor / H3K4me3 peptide binding; Potency, µM (titrated, usually from 114 µM), without a hit: at the highest dose activity change, negative = inhibition, usual class: inhibitors; 4.4% of 390,000 active; also: % is scaled to controls: 0 for no effect and ±100 for the full control effect; nearly all actives have a fitted effect of over 50% in size
# G9a block = qHTS Assay for Inhibitors of Histone Lysine Methyltransferase G9a. Histone-lysine N-methyltransferase EHMT2 (Homo sapiens), Q96KQ7. G9a H3K9 monomethylation, AlphaScreen, 2 h. Potency, µM (top dose mostly 102 µM), without a hit: at the top dose activity, negative = inhibition, most hits filed as inhibitors. 8.8% of 350,000 active. AID 504332, 2011; also: % is scaled to controls: 0 for no effect and ±100 for the full control effect; nearly all actives have a fitted effect of over 75% in size
#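 G9a (20 nM) was preincubated 15 min with compound, then reacted 2 h at room temperature with 500 nM biotin-H3K9 peptide and 20 µM SAM. Monomethyl-H3K9 detected by AlphaScreen using anti-H3K9me1 antibody.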
# POLB inh = qHTS Assay for Inhibitors of DNA Polymerase Beta | Potency, µM (top dose mostly 114 µM), without a hit: at the highest dose activity change, negative = inhibition, hits mostly inhibitors | 1.3% of 340,000 active | Pol beta primer extension/strand displacement, fluorescence kinetic | AID 485314, 2010 | P06746; also: % is scaled to controls: 0 for no effect and ±100 for the full control effect
#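 Values derive from four-parameter Hill fits of normalized kinetic data: reads at 0 and 10 min following addition of 50 nM substrate to 10 nM Pol beta preincubated 15 min with compound.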
# * hit, by the source's call; ? = inconclusive; . = not tested or not shown; [ ] = remark or other dose. Calls follow the shape of the dose curve; as a rule, active = well fitted curve in the direction sought with a large enough effect; inconclusive = small, poorly fitted or top-dose-only effect, or another doubt; inactive = no such curve, though single readings can be large; an effect the other way counts as inactive or inconclusive. Potency is read from the fitted curve at half-maximal effect.
canonical_smiles,BLM helicase inh,APEX1 inh,BAZ2B inh,Pol kappa inh,Pol eta inh,POLI inh,JMJD2A Tudor,G9a block,POLB inh
Cc1ccc(S(=O)(=O)Cn2nnnc2C(CC(C)C)N2CCN(C3CCCC3)CC2)cc1 (stereo unspecified),-3.0%,25.9%,-14.3%,-22.9%,-13.2%,49.6%[activator],-30.2%,?,-5.7%
Cc1onc(CO)c1C(=O)Nc1nccs1,-7.7%,-5.7%,-16.5%,2.2%,-12.8%,14.4%,-8.3%,1.1%,2.9%
COc1cc(C(=O)N2CCN(C)C(C)C2)ccc1OC1CCN(C(C)=O)CC1 (stereo unspecified),-8.1%,-12.0%,-2.7%,6.7%,-13.0%,15.2%,10.3%,-38.4%,1.5%
COc1cccc(N2CC(NC(=O)/C=C\c3ccccc3)CC2=O)c1 (stereo unspecified),3.2%,.,-3.1%,-8.3%[60.1 µM],-8.8%,-15.9%,-14.9%,2.6%[59 µM],7.0%
CCOc1ccc(NC(=O)C(C)Sc2nnc3cc(C)c4ccccc4n23)cc1 (stereo unspecified),-2.6%,.,-7.9%,-4.7%,-12.5%,28.7%,-10.6%,0.9%[59 µM],-0.2%
O=C(NCc1cccc(F)c1)C1CCC(=O)N(CCc2cccc(F)c2)C1 (stereo unspecified),0.7%,46.6%[activator],-1.9%,3.4%,-1.9%,23.6%,-9.0%,73.1%[activator],-3.3%
Cc1ccc(N2CC(O)Cn3c2nc2c3c(=O)n(C)c(=O)n2C)cc1 (stereo unspecified),-1.4%,22.5%,-0.1%,-15.2%,1.8%,?,-17.4%,0.3%,27.7%
CC(=O)c1ccc(N2CCN(C(=O)Nc3ccc(F)cc3)CC2)cc1,-1.3%,0.2%,-20.2%,.,.,.,.,-4.0%,?
Cc1noc(C)c1NC(=O)N(C)C[C@H]1Oc2ccc(NS(=O)(=O)c3cn(C)cn3)cc2C(=O)N([C@H](C)CO)C[C@@H]1C,.,5.4%,.,11.8%,-19.4%,21.2%,-7.9%,.,.
COc1ccc(NC(=O)CN(C)C(=O)c2ccc(N3CCCCC3)c([N+](=O)[O-])c2)cc1,.,-12.5%,?,-6.6%,-6.3%,13.5%,-33.6%,50.1µM*,.
Cc1ccc(Nc2c([N+](=O)[O-])c(=O)n(C)c3ccccc23)cc1,-11.0%,1.8%,?,-7.5%,-13.7%,77.3%[activator],-24.2%,?,0.8%
COc1cccc(-c2cn3c(n2)sc2cc(C(=O)NCCc4ccc(OC)c(OC)c4)ccc23)c1,1.4%,.,-17.6%,-11.4%,-3.1%,11.9%,-22.7%,-0.8%[59 µM],-6.2%
CCO/C(C)=C1/SC(=S)NC1=O,0.2%,1.3%,?,-22.6%,-3.0%,114.0%[activator],-15.8%,?,-23.5%
Cc1cc(C)n2nc(CCCO)nc2n1,-0.1%,1.3%,-20.0%,7.7%,2.1%,11.3%,-11.3%,8.5%,-8.9%
Cc1cc(NC(=O)C(C)SCC(=O)N(Cc2ccccc2)c2ccccc2)no1 (stereo unspecified),.,26.4%,5.2%,-2.8%,1.3%,-14.1%,-12.1%,-7.7%,.
C[N+](C)(C)CCOc1ccc([N+](=O)[O-])cc1,-1.0%,-3.6%,-8.1%,-1.7%,-22.7%,31.6%,-11.7%,-9.1%[59 µM],12.4%
CCCC1CC(CCc2ccccc2)OS(=O)(=O)N1 (stereo unspecified),-0.8%,10.7%,6.2%,-3.5%,-19.5%,?,-10.5%,9.8%,-14.6%
Cc1ccc(NC(=O)c2ccc3c(c2)N(CC(=O)N2CCCCC2)C(=O)C(C)(C)O3)cc1,-5.0%,-1.2%,-2.2%,-10.3%,-16.6%,4.3%,-11.7%,-9.2%[12.7 µM],?
NC(=O)c1c(NC(=O)c2cccnc2)sc2c1CCCC2,0.8%,4.3%,-13.4%,-9.1%,5.2%,-4.8%,-6.3%,12.0%[59 µM],0.5%
Cc1cc2nc3n(c2cc1C)CC1CC(C(=O)NCc2ccco2)N(C)C31 (stereo unspecified),-0.2%,3.8%,-10.4%,7.2%,-19.0%,-5.9%,5.6%,?,28.8%
COc1ccc(CNC(=O)CN(CC2CCCO2)C(=O)CNS(=O)(=O)c2ccc(F)cc2)cc1 (stereo unspecified),0.2%,-2.3%,-1.8%,2.5%,-18.6%,13.6%,12.0%,3.0%,0.5%
COc1cccc(NC(=O)COc2c(F)c(F)c(C(F)(F)F)c(F)c2F)c1,-9.7%,-4.2%,25.9%,-9.8%,-21.4%,116.1%[activator],11.8%,-6.5%[59 µM],-28.4%
Cc1cc(C)c(-n2nnnc2SCC(=O)c2cc3ccccc3o2)c(C)c1,0.3%,-0.3%,-15.0%,-8.9%,-10.5%,77.8%[activator],-10.8%,-11.5%,22.7%
COC(=O)c1c(C)[nH]c(C(=O)COC(=O)c2c(C)noc2C)c1C,.,-17.1%,11.8%,-16.1%,-10.7%,7.1%,-15.8%,-5.7%[12.7 µM],.
NC(=O)c1ccc(SCC(=O)OCC(=O)N2CCCCC2)c([N+](=O)[O-])c1,.,4.8%,-28.3%,-6.0%,-18.0%,43.5%[activator],2.1%,50.1µM*,.
CCOC(=O)c1oc2c(c1C)-c1nn(Cc3ccc(Cl)cc3)cc1CC2,-8.8%,.,-2.7%,-12.0%,.,6.2%,-6.4%,-2.3%[59 µM],5.7%
COc1ccc(-c2noc(N3CCCC(C(=O)Nc4ccccc4F)C3)n2)cc1 (stereo unspecified),-10.3%,13.9%,8.7%,3.8%,-5.2%,18.5%,-15.3%,.,7.4%
Cn1ccnc1Sc1ccc(C(N)=O)cc1[N+](=O)[O-],-1.4%,-3.4%,-0.5%,0.8%,-14.0%,136.9%[activator],-1.8%,-7.0%,6.8%
CC(=O)c1ccc(OC(=O)CCc2ccccc2)cc1,-0.7%,6.4%,2.0%,6.2%,-21.2%,19.5%,46.8%[activator],.,14.8%
CC(C)C(NS(=O)(=O)c1cccc2cccnc12)C(=O)Nc1ccc(OC(F)(F)F)cc1 (stereo unspecified),-6.3%,.,-18.8%,0.0%,-23.2%,1.7%,-15.0%,-14.7%[59 µM],-19.6%

# Of the compounds above, 2 contain a CF3 group:
canonical_smiles,BLM helicase inh,APEX1 inh,BAZ2B inh,Pol kappa inh,Pol eta inh,POLI inh,JMJD2A Tudor,G9a block,POLB inh
COc1cccc(NC(=O)COc2c(F)c(F)c(C(F)(F)F)c(F)c2F)c1,-9.7%,-4.2%,25.9%,-9.8%,-21.4%,116.1%[activator],11.8%,-6.5%[59 µM],-28.4%
CC(C)C(NS(=O)(=O)c1cccc2cccnc12)C(=O)Nc1ccc(OC(F)(F)F)cc1 (stereo unspecified),-6.3%,.,-18.8%,0.0%,-23.2%,1.7%,-15.0%,-14.7%[59 µM],-19.6%

# Structures above that contain a furan ring, fused or not (3):
canonical_smiles,BLM helicase inh,APEX1 inh,BAZ2B inh,Pol kappa inh,Pol eta inh,POLI inh,JMJD2A Tudor,G9a block,POLB inh
Cc1cc2nc3n(c2cc1C)CC1CC(C(=O)NCc2ccco2)N(C)C31 (stereo unspecified),-0.2%,3.8%,-10.4%,7.2%,-19.0%,-5.9%,5.6%,?,28.8%
Cc1cc(C)c(-n2nnnc2SCC(=O)c2cc3ccccc3o2)c(C)c1,0.3%,-0.3%,-15.0%,-8.9%,-10.5%,77.8%[activator],-10.8%,-11.5%,22.7%
CCOC(=O)c1oc2c(c1C)-c1nn(Cc3ccc(Cl)cc3)cc1CC2,-8.8%,.,-2.7%,-12.0%,.,6.2%,-6.4%,-2.3%[59 µM],5.7%

# (cont.)
canonical_smiles,BLM helicase inh,APEX1 inh,BAZ2B inh,Pol kappa inh,Pol eta inh,POLI inh,JMJD2A Tudor,G9a block,POLB inh
COc1ccccc1C(=O)N/C(=C/c1ccc(Br)cc1)C(=O)NCC(=O)O,1.2%,0.2%,?,-13.2%,0.1%,22.8%,-1.8%,-40.0%,34.8%[activator]
COc1ccc(Oc2c(Cl)cnn(-c3ccc(Cl)c(Cl)c3)c2=O)cc1,-2.7%,-3.2%,1.5%,-7.5%,-11.1%,11.6%,5.3%,1.8%[59 µM],-24.8%
CCN(CC)S(=O)(=O)c1ccc(Cl)c(NC(=O)CSc2cccc[n+]2[O-])c1,-2.6%,-3.9%,-0.7%,-13.6%,-11.2%,3.4%,-17.9%,7.2%,9.2%
Cc1cccc(NC(=O)CCNC(=O)c2ccco2)c1C,-2.8%,12.2%,2.6%,-5.9%,-5.8%,34.6%[activator],-4.9%,17.2%,18.7%
O=C(COC(=O)c1ccc2ncsc2c1)Nc1cc([N+](=O)[O-])ccc1Cl,.,29.3%,-2.9%,-8.3%,-4.8%,?,-10.5%,6.2%[12.7 µM],.
CC(C)c1nnc(NC(=O)C2CCN(C(=O)Nc3ccc(Cl)cc3)CC2)s1,-2.4%,3.6%,6.9%,-4.7%,-2.1%,-13.3%,-9.9%,9.1%,26.4%
CSCc1ccc(C(=O)NC(C)c2cnn(-c3ccccn3)c2C)o1 (stereo unspecified),-6.5%,52.3%[activator],-4.6%,0.9%,-5.2%,7.7%,2.8%,35.5µM*,-14.2%
Cc1cc(C(=O)NNC(=O)c2ccc(S(=O)(=O)N(C)C)cc2)c(C)o1,-1.6%,3.1%,0.4%,-13.5%,-8.2%,7.4%,6.6%,17.8%[59 µM],20.5%
O=C1CC(c2ccc3c(c2)OCO3)c2cc(O)ccc2O1 (stereo unspecified),-2.5%[75.6 µM],?,.,31.6µM*,.,.,.,10µM*,.
COc1ccccc1NC(=O)C1=C(C)Nc2nc(CCCO)nn2C1c1cccnc1 (stereo unspecified),-1.3%,-0.2%,-5.1%,6.5%,-5.5%,21.3%,2.8%,50.1µM*,4.2%

# These rows are one share of the data (hit frequency here may not be typical).
